# Arr AP2 block: blocks beta-arrestin peptide binding to AP2 adaptin | inhibition, % at 10 µM | FITC-arrestin peptide / GST-AP2 beads, flow cytometry; AP2 beta2 appendage carries R879A mutation | AID 504490 | actives 0.31% (n = 340,000);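 active means inhibition above a set limit, near 3 SD of compounds lacking own fluorescence, cut at about 54% in these data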;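 further: plate controls were DMSO wells for no effect and 5 µM unlabelled arrestin peptide for full effect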
#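 Material – AP2 appendage R879A on GSH beads · Buffer or medium – PBS with 0.05% Tween 20 and 0.1% BSA · Probe or stimulus – fluorescein-tagged arrestin peptide at 50 nM final · Incubation – compound with beads 12 min RT, then probe 1 h RT · Detection – high-throughput flow cytometry of beads, ex 488, em 535 nm · Evaluation – percent response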
# OPRM1-OPRD1 ag: agonists of human mu-delta opioid receptor heterodimerization | actives 0.3% (n = 340,000) | activation, % at 9.3 µM | cells, OPRM1-OPRD1 heterodimerization, luminescence | P35372+P41143 | AID 504326; in the data active means activation above about 18%;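 further: 0% = vehicle-treated cells and 100% = reference agonist; values of inactives mirror those of a sister screen read the other way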
# LANA DNA inh: KSHV C-LANA DNA binding inhibition. MBP-C-LANA/FAM-LBS DNA binding, fluorescence polarization. inhibition, % at 9 µM. actives 0.078% (n = 340,000);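 active means highest replicate inhibition at or above 60% at 9 µM, even if other replicates fall short; inactive means all replicates below 60% inhibition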;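 further: 0% = neutral control wells and 100% = 4 µM acridine orange control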
# Pemphigus Ab inh: human desmoglein-3 autoantibody binding inhibition; P32926; DSG3-coupled beads, scFv-anti-DSG3-GFP binding, flow cytometry; active compounds read low; binding (percent of control), % at 10 µM; actives 0.48% (n = 310,000); AID 588358;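 active means binding more than 3 SD below its plate's average and above zero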;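 further: hits lower antibody fragment binding to DSG3; some compounds called inactive have numbers as strong as hits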
# Target sequence (P32926 whole entry, looked up, the tested form may be a part): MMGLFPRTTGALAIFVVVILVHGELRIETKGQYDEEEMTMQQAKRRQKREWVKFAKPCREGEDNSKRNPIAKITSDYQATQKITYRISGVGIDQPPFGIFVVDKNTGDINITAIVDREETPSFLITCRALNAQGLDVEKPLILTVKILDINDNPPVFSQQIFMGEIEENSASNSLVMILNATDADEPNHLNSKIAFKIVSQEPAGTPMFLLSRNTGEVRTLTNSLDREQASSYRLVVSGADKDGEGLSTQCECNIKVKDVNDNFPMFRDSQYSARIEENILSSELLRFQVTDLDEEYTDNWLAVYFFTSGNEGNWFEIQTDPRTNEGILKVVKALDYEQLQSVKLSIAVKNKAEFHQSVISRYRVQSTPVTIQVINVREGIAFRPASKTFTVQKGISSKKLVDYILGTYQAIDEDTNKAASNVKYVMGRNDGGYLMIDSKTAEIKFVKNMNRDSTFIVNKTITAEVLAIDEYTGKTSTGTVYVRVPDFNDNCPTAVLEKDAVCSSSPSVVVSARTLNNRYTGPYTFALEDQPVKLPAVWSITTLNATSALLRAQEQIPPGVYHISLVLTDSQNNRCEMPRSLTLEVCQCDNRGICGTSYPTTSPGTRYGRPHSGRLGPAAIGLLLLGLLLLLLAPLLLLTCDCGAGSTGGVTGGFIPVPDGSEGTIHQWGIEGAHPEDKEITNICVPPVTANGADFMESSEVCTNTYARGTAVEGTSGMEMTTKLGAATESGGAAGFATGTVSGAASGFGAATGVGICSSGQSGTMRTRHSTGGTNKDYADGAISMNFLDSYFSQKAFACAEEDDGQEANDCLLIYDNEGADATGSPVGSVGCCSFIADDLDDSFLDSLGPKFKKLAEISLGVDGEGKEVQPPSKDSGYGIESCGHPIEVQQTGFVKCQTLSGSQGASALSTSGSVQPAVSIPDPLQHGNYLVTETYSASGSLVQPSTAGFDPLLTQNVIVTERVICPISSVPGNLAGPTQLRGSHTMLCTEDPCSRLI
# RTF Ca sens act: increases calcium sensitivity of human cardiac regulated thin filaments. AID 493008. P19429+P45379. activation, % at 7.2 µM. IANBD-labeled TnC RTF fluorescence at EC20 calcium; 0% EC20 calcium, 100% full calcium. actives 0.24% (n = 340,000);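 active means activation above the mean over all tested compounds plus 3 SD, cut at about 30% in these data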;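 further: rise in fluorescence read as greater calcium sensitivity of cardiac thin filaments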
# Keap1-Nrf2 PPI: disrupts human Keap1 binding to Nrf2 peptide. actives 0.15% (n = 340,000). Keap1 Kelch-Nrf2 peptide fluorescence polarization, 1536-well. inhibition, % at 9.4 µM; in the data active means inhibition above about 12%;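 further: human Keap1 Kelch domain with fluorescein labeled Nrf2 9mer peptide probe; 0% = neutral control wells and 100% = peptide positive control; higher means more block of Keap1 binding to Nrf2 peptide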
# Wnt bcat act: activates Wnt/beta-catenin signaling in a reporter cell assay | AID 743398 | activator, plate reader | activation, % at 9.35 µM | actives 1.2% (n = 300,000); in the data active means activation above about 30%, passing the limit was not always enough;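 further: 0% = neutral control wells and 100% = positive control wells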
# OPRM1-OPRD1 inv: mu-delta opioid heterodimer inverse agonism | actives 0.21% (n = 340,000) | cell-based MOR-DOR heterodimer luminescence | inhibition, % at 9.3 µM | AID 504357; in the data active means inhibition above about 22%, passing the limit was not always enough;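 further: 0% = cells with DMSO and 100% = wells without cells with DMSO; values of inactives mirror those of a sister screen read the other way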
# Cardiac RTF inh: cardiac RTF calcium desensitization; P19429+P45379; IANBD-labeled cardiac RTF, Ca2+ fluorescence; inhibition, % at 7.15 µM; actives 0.12% (n = 340,000);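 active means inhibition above the mean inhibition of all tested compounds plus 3 SD, cut at about 17% in these data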;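 further: assay run at fixed EC70 calcium of 1.6 mM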
# V-ATPase pHluor: yeast V-ATPase proton transport regulation by pHLuorin; response, % at 10 µM; AID 504577; actives 0.37% (n = 350,000); S. cerevisiae, pHLuorin cytosolic pH fluorescence; in the data active means response mostly above about 7.3%, no sharp cut-off; inactive means mostly below about 5.4%; further: actives read high; inactives centre near 0; some compounds called inactive have numbers as strong as hits; reference of the scale not given here
# * = called active by the depositor; nt = no result given.
smiles	Arr AP2 block	OPRM1-OPRD1 ag	LANA DNA inh	Pemphigus Ab inh	RTF Ca sens act	Keap1-Nrf2 PPI	Wnt bcat act	OPRM1-OPRD1 inv	Cardiac RTF inh	V-ATPase pHluor
COc1cc2c(cc1OC)/C(=C/C(=O)c1ccc([N+](=O)[O-])c(C)c1)NCC2	-12	1.6	-2.3	100	3	-3	0	-8	-6	2
COc1ccc(NC(=O)Cn2c(=O)oc3cc(S(=O)(=O)N4CCCC4)ccc32)cc1	5	-2.3	2.5	108	0	-7	1	14	0	1
COc1ccc(OC)c(NC(=O)C2CCCN2C(=O)C2CCC(C)CC2)c1 (centres undefined)	-8	-2.0	-0.6	109	-1	-1	-4	10	-6	-1
Cc1ccc(CSc2nc3nc(C)cc(C)n3n2)cc1	21	-0.3	1.7	104	-4	5	1	1	-11	2
CC1CCCCN1C(=O)COC(=O)CSc1ccc(C(N)=O)cc1[N+](=O)[O-] (centres undefined)	-3	2.6	0.8	107	0	-5	0	-17	-3	2
COc1ccc(CCNC(=O)CN(c2ccccc2)S(C)(=O)=O)cc1OC	27	0.3	1.1	nt	-3	2	10	-2	1	2
Cc1ccc(S(=O)(=O)N2CCN(C(=O)CC3CCCC3)CC2)cc1	1	-2.4	-1.0	102	6	-6	nt	14	2	-1
O=C(N/N=C\c1ccncc1)c1ccc(Cl)s1	-5	-2.2	-1.3	nt	-2	-2	-1	11	-16	-2
CC1=C(C(N)=O)C(c2ccc3c(c2)OCO3)n2nc(-c3cccc(C)c3)nc2N1 (centres undefined)	-3	0.0	0.5	102	4	-1	-2	0	5	-6
Cc1oc(-c2cccs2)nc1CS(=O)CC(=O)NCCc1ccccc1 (centres undefined)	21	-1.4	1.6	98	-2	-5	-1	8	-1	-1
S=c1[nH]nc(-c2ccco2)n1/N=C/C=C/c1ccco1	0	6.8	8.5	102	-12	-5	nt	-41	18*	9
C#CCCC/C(=C\C(=O)N(C)[C@H](C(=O)N(C)[C@H](C(=O)N(C)[C@H](C(=O)N(C)[C@H](C(N)=O)C(C)C)C(C)C)C(C)C)C(C)C)OC	-1	-1.9	-0.2	106	4	-4	-3	9	-2	4
Cc1ccc(C)c(C(=O)N2CCN(c3ncccn3)CC2)c1	1	-0.6	-0.9	100	-5	1	-3	3	-1	0
C/C(=N/NC(=O)c1ccc2c(c1)OCO2)c1cccc([N+](=O)[O-])c1	-2	-1.3	-2.6	92	0	2	-2	7	-14	1
CC1(C)Cc2nc3sc4c(=O)[nH]cnc4c3cc2CS1	-2	0.8	-1.6	80*	8	-3	nt	-5	4	-1
O=C(NC1CCCC1)C1CC1c1ccccc1 (centres undefined)	1	-2.8	0.2	105	0	2	nt	14	-6	1
COC(=O)C1CN(C(=O)C(C)Oc2cccc(C)c2C)c2ccccc2O1 (centres undefined)	-12	0.5	-1.3	96	-2	6	1	-3	-2	-1
CN(Cc1cn(C)nc1-c1cccc(Cl)c1)C1CCOCC1	1	2.0	-0.4	92	0	-3	-2	-10	-12	-2
COc1cc(C(=O)NCc2ccccc2)ccc1OC(F)F	-8	0.0	3.0	99	2	-7	3	0	-30	2
N#Cc1c(NCCN)nc(-c2ccco2)c2c1CCCC2	-3	-1.3	0.4	105	-6	-8	nt	6	-5	3
Cc1c(C(=O)Nc2c(N)nc(SCC(=O)NCC3CCCO3)[nH]c2=O)cccc1[N+](=O)[O-] (centres undefined)	-12	-1.6	0.7	106	-3	-7	0	8	0	2
O=C(CN1C(=O)NC2(CCCC2)C1=O)OCCOc1ccc(Cl)cc1Cl	-2	2.4	-1.4	101	-9	-2	0	-16	10	0
S=C(NCc1ccccc1)Nc1cccc2cnccc12	4	4.5	2.5	111	-2	-5	0	-24	-3	0
CN(C(=O)c1ccc(NC(=O)Cc2ccc(NC(=O)C3CCN(C(=O)C4CCCCC4)CC3)cc2)cc1)C1CCCC1	-1	-1.8	-0.4	103	-1	-2	-3	9	-5	-1
Cc1ccc(S(=O)(=O)N2CCCCC2)cc1C(=O)NCCCN1CCOCC1	-2	-2.8	0.1	105	1	-5	3	14	-2	-1
COc1cc(S(=O)(=O)N2CCCCCC2)c(OC)cc1Br	16	-1.0	1.5	103	1	3	nt	5	9	-1
COc1ccc(Cl)cc1N(CC(=O)N1CCCCCC1)S(C)(=O)=O	-3	-2.8	2.1	104	4	1	0	13	1	5
COCCn1c(=S)[nH]c2cc(C(=O)N3CCCC(C)C3)ccc2c1=O (centres undefined)	2	-2.7	-0.6	107	-1	-1	-4	13	-2	1
COCC(=O)N1CCCN(c2nc3c(C)cccc3cc2C#N)CC1	8	0.4	0.3	101	9	-2	-1	-2	-3	4
COCCNC(=O)C1(C)Oc2ccccc2NC1=O (centres undefined)	10	-1.3	-2.4	96	2	-4	0	7	-5	-3

# (listing goes on)
smiles	Arr AP2 block	OPRM1-OPRD1 ag	LANA DNA inh	Pemphigus Ab inh	RTF Ca sens act	Keap1-Nrf2 PPI	Wnt bcat act	OPRM1-OPRD1 inv	Cardiac RTF inh	V-ATPase pHluor
CCCn1c(=N)c(C#N)cc2c(=O)n3ccccc3nc21	-4	-2.9	-1.0	93	-4	-1	-4	14	4	2
Cc1ccc(-c2nc(C3CCCN(S(=O)(=O)c4ccc(C)cc4)C3)no2)cc1 (centres undefined)	-12	0.7	0.1	97	-5	-5	-4	-4	-5	2
CC1CN(CCCCOc2ccc(F)cc2)CC(C)O1 (centres undefined)	20	-1.2	0.5	102	1	-1	-1	6	7	-4
COC(=O)CSc1nc2nc(C)cc(C)n2n1	19	-1.1	-1.4	110	3	6	-2	6	-1	0
COc1ccccc1CNS(=O)(=O)c1cccc(S(=O)(=O)N2CCOCC2)c1	0	-0.3	-0.6	94	4	-1	-3	2	-11	4
NNC(=O)c1nc(Cl)c(Cl)c(N)c1Cl	8	-0.7	2.3	101	-1	5	5	4	8	8
CCCCOc1ccccc1C(=O)NCC(=O)O	1	2.3	-0.3	98	6	-5	-2	-14	-2	1
COc1ccc(NC(=O)CO/N=C(\C)c2cccs2)cc1	-3	2.5	-0.4	90	-6	-5	-4	-18	-14	4
COc1ccccc1N1CCN(Cc2cc3c(cc2[N+](=O)[O-])OCO3)CC1	33	-0.7	0.6	100	1	-1	-2	3	-8	8
COc1ccc(C(=O)Nc2ccc(-n3nncc3C(C)(C)C)cc2)cc1	-18	-3.2	-1.6	121	-5	3	0	17	-3	-5
CSc1ccccc1OCc1cc(C(=O)N(C)Cc2cc(C)[nH]n2)no1	-12	-1.2	4.0	105	6	-3	3	6	-1	0
COC(=O)/C=C1/N/C(=N\c2nc(C)cc(C)n2)N(c2ccccc2)C1=O	8	0.3	0.7	100	-1	-7	-6	-2	-2	4
NCCCCCC(=O)O	3	-0.6	0.4	nt	2	-4	0	3	7	1
CS(=O)(=O)N1CCN=C1SCc1cccc(F)c1	-1	-1.3	-2.0	nt	1	-1	-1	7	-6	0
CCCC[n+]1ccn(C2=C([O-])c3ccccc3C(=O)/C2=N\S(=O)(=O)c2ccccc2)c1	7	4.5	0.4	nt	2	2	-1	-26	-10	-3
O=C(O)c1cccc(-n2c(-c3cnccn3)n[nH]c2=S)c1	-23	-1.6	1.2	147	2	7	3	8	-7	-1
CCC(=O)Nc1c2c(nn1-c1ccccc1C)CSC2	-5	-1.9	-1.1	101	-5	-6	nt	11	5	2
COCCCNC(=O)/C(C#N)=C1\N=C(NC(=O)c2cccs2)c2ccccc21	-2	-3.6	-1.1	nt	2	0	3	18	1	-2
O=C(/C=C/c1ccc([N+](=O)[O-])cc1)OCC(=O)c1ccc[nH]1	-3	4.3	1.3	nt	-2	-3	-1	-18	-16	8
COCCCNCCCOc1ccc(C)cc1Br	-6	-2.1	0.5	77	-7	-1	-6	10	-10	0
CC1CCC2(CC1)NC(=O)N(CC(=O)N1c3ccccc3CC1C)C2=O (centres undefined)	-5	-1.7	-0.6	92	-4	-1	-2	8	-3	-2
CC(CCc1ccccc1)NC(=O)CCNC(=O)c1ccccc1Cl (centres undefined)	43	1.1	-0.6	103	-3	2	3	-4	1	2
O=C(NNC(=O)c1ccccc1[N+](=O)[O-])c1ccco1	2	-3.3	1.6	114	-4	-2	1	17	2	2
Cc1cc(N=CC2=C(O)CCCC2=O)no1	5	0.7	0.6	106	3	-3	nt	-4	-16	-2
COC(=O)c1c(NC(=O)CC2SC(N)=NC2=O)sc2c1CCC(C)C2 (centres undefined)	0	-0.6	-0.3	126	0	-1	1	3	-4	-1
CC(C)(C)C1CCC(OCC(O)CN2CCCC2)CC1 (centres undefined)	0	-1.6	0.7	86	-2	-4	nt	10	-3	-1
O=C(COC(=O)c1cc(S(=O)(=O)N2CCOCC2)c(Cl)cc1Cl)NC1CC1	-1	-0.4	1.7	107	2	0	0	2	-5	-1
Cc1ccc(NS(=O)(=O)c2cccs2)nc1	24	-1.6	-0.5	102	-2	-3	2	11	-6	-3
CCOC(=O)C1CCCN(c2c(Nc3cccc(C)c3)c(=O)c2=O)C1 (centres undefined)	-8	-1.4	-0.4	99	-2	2	-3	8	-3	5
O=C(Nc1ccccc1N1CCN(C(=O)c2ccc(Cl)cc2)CC1)c1ccc(Br)cc1	-2	-0.8	1.1	nt	-1	-6	nt	4	5	-3

# Remaining list, next part:
smiles	Arr AP2 block	OPRM1-OPRD1 ag	LANA DNA inh	Pemphigus Ab inh	RTF Ca sens act	Keap1-Nrf2 PPI	Wnt bcat act	OPRM1-OPRD1 inv	Cardiac RTF inh	V-ATPase pHluor
Cc1ccc(N2CC(=O)N(c3ccc(C)cc3)CC2=O)cc1	20	-1.6	1.7	nt	-5	4	0	8	2	-6
CCCN=C(Nc1ccc(Cl)cc1)c1cccnc1	15	-3.0	-0.3	97	0	-6	1	15	-9	-2
CCC(CC)NC(=O)CSc1nnc(-c2c[nH]c3ccccc23)o1	2	-1.7	0.7	90	9	-5	-4	11	3	-2
O=C(c1cc(-c2ccco2)nn1-c1cccc(Cl)c1)N1CCCCC1	14	-0.9	-0.1	103	0	-9	-2	4	-8	-2
COc1ccccc1C(=O)NC(=O)COC(=O)c1ncc(Cl)c(Cl)c1Cl	9	-0.6	-1.0	101	-2	-7	1	4	-20	0
Cc1ccc(CNC(=O)CS(=O)Cc2nc(-c3cccs3)oc2C)cc1 (centres undefined)	0	3.0	0.8	95	9	-4	1	-18	-4	-2
COC(=O)c1sccc1NC(=O)c1ccc(Cl)cc1	25	-1.5	4.1	99	1	-1	0	7	-3	-2
NS(=O)(=O)c1ccc(NC(=O)COC(=O)c2cc3ccccc3cc2O)cc1	19	-2.1	0.7	106	-3	-1	-11	11	4	-2
C/C(CCc1oc2ccccc2c1-c1ccc(C)o1)=N/O	-1	1.0	0.6	112	6	-10	nt	-4	-1	0

# Two entries picked at random from those above, as already listed:
smiles	Arr AP2 block	OPRM1-OPRD1 ag	LANA DNA inh	Pemphigus Ab inh	RTF Ca sens act	Keap1-Nrf2 PPI	Wnt bcat act	OPRM1-OPRD1 inv	Cardiac RTF inh	V-ATPase pHluor
NS(=O)(=O)c1ccc(NC(=O)COC(=O)c2cc3ccccc3cc2O)cc1	19	-2.1	0.7	106	-3	-1	-11	11	4	-2
CCCN=C(Nc1ccc(Cl)cc1)c1cccnc1	15	-3.0	-0.3	97	0	-6	1	15	-9	-2

# Bioassay records: PubChem BioAssay, several laboratories
